Cy5 interf NS3h – enhances or quenches Cy5 fluorescence in NS3h assay; AID 720488; fluorescence interference ratio at 100 µM; Cy5-dT15 DNA with NS3h, fluorescence interference; actives lie on both sides; signal over control mean, under 1 quenches; 6% of 16,000 active;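 active = compound fluorescence over control fluorescence at most 0.8, a quencher, or at least a set upper limit, an enhancer; inactive = ratio between 0.8 and the set upper limit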
HCV NS3h FP – blocks HCV NS3 helicase binding to DNA. 1.6% of 16,000 active. inhibition, % at 100 µM. AID 687043. NS3h Cy5-dT15 DNA binding, fluorescence polarization;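 active = inhibition above the average over every tested compound plus 3 SD, cut at about 40% in these data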
* = called active by the depositor. Hits appear at their usual frequency. About 7.6% of those tested had a hit in this group.

A first look:
Cy5 interf NS3h,HCV NS3h FP,compound
0.998,1.9,CC(=O)Nc1ccc(S(=O)(=O)N(CC(=O)O)Cc2ccccc2)cc1
1.09,12.4,N#Cc1c(N=CN2CCCCC2)sc2c1CCCC2
1,0.3,CSc1ccc(CN2CCN(S(C)(=O)=O)CC2)cc1
0.963,5.9,O=C1C2C(c3ccc(Cl)cc3)OC3(C(=O)c4ccccc4C3=O)C2C(=O)N1c1ccc(F)c([N+](=O)[O-])c1 (stereo not given)
1.03,-1.6,O=C(Nc1nnc(COc2ccc(C3CCCCC3)cc2)s1)c1cccc(Cl)c1

Main list (from the top)
Cy5 interf NS3h,HCV NS3h FP,compound
0.998,1.9,CC(=O)Nc1ccc(S(=O)(=O)N(CC(=O)O)Cc2ccccc2)cc1
1.09,12.4,N#Cc1c(N=CN2CCCCC2)sc2c1CCCC2
1,0.3,CSc1ccc(CN2CCN(S(C)(=O)=O)CC2)cc1
0.963,5.9,O=C1C2C(c3ccc(Cl)cc3)OC3(C(=O)c4ccccc4C3=O)C2C(=O)N1c1ccc(F)c([N+](=O)[O-])c1 (stereo not given)
1.03,-1.6,O=C(Nc1nnc(COc2ccc(C3CCCCC3)cc2)s1)c1cccc(Cl)c1
1.02,6.7,CCC(=O)NC(c1ccc(C)cc1)c1ccc2cccnc2c1O (stereo not given)
1.06,-1.8,COC(=O)C1=C(C)N=c2s/c(=C/c3ccco3)c(=O)n2C1c1ccccc1Cl (stereo not given)
1.01,8.6,O=C(COC(=O)C1CCCN1C(=O)Oc1ccccc1)c1ccc([N+](=O)[O-])cc1 (stereo not given)
0.644*,8.7,O=S(=O)(c1ccc2c(c1)Cc1cc(S(=O)(=O)n3cnc4ccccc43)ccc1-2)n1cnc2ccccc21
1.09,18.2,Cc1ccc(OCC(=O)Nc2ccc(Cl)cn2)c(Br)c1

Cy5 interf NS3h,HCV NS3h FP,compound
0.892,10.6,CCc1cc(=O)oc2cc(OCC(=O)C(C)(C)C)ccc12
1.03,-2.8,Cc1ccc(NC(=O)C(=O)NCCN2CCN(C(=O)c3ccco3)CC2)cc1
1.06,-6.0,CC1(C)CC(=O)c2c(oc3ccc(NS(=O)(=O)c4ccc(Br)cc4)cc23)C1
0.891,9.7,Cc1ccc(NC2CC(C)Nc3cc(C)ccc32)cc1 (stereo not given)
0.954,5.0,CC(C)(C)NC(=O)CN(c1ccc(Cl)cc1)S(C)(=O)=O
0.915,17.0,COc1ccc(-c2ccc(/C=C3/C(=O)NN(c4ccc(C)c(Cl)c4)C3=O)o2)c([N+](=O)[O-])c1
1.08,1.0,CCOc1ccc(NC(=O)c2cc(C(=O)O)ccc2C(=O)O)cc1
1,18.9,Cc1ccc(C)c(S(=O)(=O)Nc2ccc(OC(=O)c3ccc(Cl)cc3)cc2)c1
0.784*,8.8,CCCOc1ccc(C2C3=C(CC(C)(C)CC3=O)OC3=C2C(=O)CC(C)(C)C3)cc1OCC
0.941,22.7,COc1cc(NC(=O)c2nn3c(c2Cl)NC(c2ccc(OC)c(OC)c2)CC3C(F)(F)F)cc([N+](=O)[O-])c1 (stereo not given)

Cy5 interf NS3h,HCV NS3h FP,compound
0.951,21.8,COc1ccc(C2=N/C(=C/c3ccc(F)cc3)C(=O)N2c2ccc(O)cc2)cc1
1.06,8.7,COc1cccc(N2C(=O)/C(=C/c3c(Cl)cccc3Cl)SC2=S)c1
0.988,-9.0,COc1cc(CN2CCN(Cc3ccc(F)cc3)CC2)cc(OC)c1OC
1,6.6,COc1cc(OC)cc(C(=O)Nc2cccc(Cl)c2Cl)c1
0.576*,7.3,CCN(CC)CCNc1ccc(Nc2ccnc3cc4ccccc4cc23)cc1
1.1,5.8,Cc1cc(C)nc(N=C(N)Nc2cc(Cl)cc(Cl)c2)n1
0.705*,24.9,O=C(Nc1nnc(Cc2ccc(Cl)cc2)s1)c1ccccc1F
1.16,19.2,Cc1ccc(-c2nc3cc(Cl)cc(Cl)c3o2)cc1NC(=O)COc1ccc([N+](=O)[O-])cc1
1,7.9,O=S(=O)(Nc1ccc2oc(-c3cc(Br)ccc3Cl)nc2c1)c1ccccc1
0.951,2.8,O=[N+]([O-])c1ccc(Oc2ccc(/C=N\O)cc2)nc1

Cy5 interf NS3h,HCV NS3h FP,compound
0.996,2.3,Cc1cc2ncn(C(=O)c3ccc([N+](=O)[O-])c(C)c3)c2cc1C
0.979,13.4,CC(=O)CC(=O)NCCc1ccccc1
1.1,-1.9,CC(=O)c1ccc(N2C(=O)c3ccc(-c4nc5ccccc5c(=O)o4)cc3C2=O)cc1
1,3.1,O=C(CN(c1cccc(Br)c1)S(=O)(=O)c1ccccc1)N1CCOCC1
1.07,11.8,O=C1NC(=O)/C(=C/c2ccccc2OCc2ccccc2Cl)S1
1.04,20.3,CCOc1cccc2c1NC(C)(C)c1sn(-c3ccc(C)cc3)c(=S)c1-2
1.08,11.4,O=C(Nc1nc(-c2ccccc2)cs1)C1CC2CCC1C2 (stereo not given)
1.07,-3.0,Cc1ccc(C2=C/C(=C\c3ccc(C)c([N+](=O)[O-])c3)C(=O)O2)cc1
0.824,23.1,CCC(=O)Nc1ccc(-c2nc3cc(Cl)ccc3o2)cc1
1.07,27.2,CC(C)(C)NC(=O)c1ccc(NC(=O)C(C)(C)C)cc1

Cy5 interf NS3h,HCV NS3h FP,compound
1.02,4.0,Cc1cc(Cl)ccc1OCC(=O)NCC1CCCO1 (stereo not given)
1,4.0,CCOC(=O)C(C#N)C(=O)c1ccc(N2C(=O)c3ccccc3C2=O)cc1 (stereo not given)
1,-1.6,CCC(C)N=CC1=C(O)C(C(=O)OC)C(C)(C)CC1=O (stereo not given)
1.04,6.0,COC(=O)c1cc(NC(=O)COc2ccc(Cl)cc2C)cc(C(=O)OC)c1
1.02,7.1,O=C(N/N=C/c1cccc([N+](=O)[O-])c1)c1cncc(Br)c1
0.977,-5.7,O=C(COc1ccc(Br)cc1)Nc1ccc2oc(-c3cccnc3)nc2c1
0.973,-1.3,N#Cc1ccccc1NC(=O)Nc1cccc(Cl)c1
0.968,18.5,Cc1ccc(OCC(O)Cn2c3ccccc3c3ccccc32)cc1C (stereo not given)
0.917,-4.5,Cc1[nH]c2ccc(S(N)(=O)=O)cc2c1C
0.966,8.7,Cc1ccc(C(=O)Oc2cccc(C3C4=C(CC(C)(C)CC4=O)NC4=C3C(=O)c3ccccc34)c2)cc1 (stereo not given)

Cy5 interf NS3h,HCV NS3h FP,compound
1.02,9.7,Cc1ccc(C2CC(C(F)(F)F)n3nc(C(=O)Nc4c(C)n(C)n(-c5ccccc5)c4=O)c(Cl)c3N2)cc1 (stereo not given)
0.973,6.6,C=CCNS(=O)(=O)c1ccc(N2C(=O)c3ccccc3C2=O)cc1
1.01,3.7,COc1ccc(C2=NN(c3nc(-c4ccc(C)c(C)c4)cs3)C(c3ccc(OC)cc3)C2)cc1 (stereo not given)
1.01,21.4,COc1ccc(NC(=O)C(c2ccccc2)c2ccccc2)c([N+](=O)[O-])c1
0.734*,93.5*,CCN(CC)c1ccc(N=Cc2c(O)[nH]c(=S)[nH]c2=O)cc1
0.98,-0.9,Cc1oc(C(=O)O)cc1COc1ccc2oc3ccccc3c2c1
0.868,15.5,COCCOC(=O)c1c(C)oc2ccc(OC(=O)c3ccc(OC)cc3)cc12
0.476*,53.8*,COc1cc(C=C2C(=O)NC(=O)NC2=O)cc(I)c1OCc1ccc([N+](=O)[O-])cc1
1.02,15.6,CCOC(=O)c1sc(NC(=O)c2nn3c(c2Cl)NC(c2cccs2)CC3C(F)(F)F)c(C(=O)OCC)c1C (stereo not given)
1.02,10.0,CCOC(=O)Cc1nnc(Nc2cccc(C)c2)c2ccccc12

Cy5 interf NS3h,HCV NS3h FP,compound
1.06,11.9,O=C(Nc1ccccc1C(F)(F)F)c1cnn2c(C(F)(F)F)cc(-c3ccccc3)nc12
1.04,26.3,CCCc1cc(=O)n2[nH]c(-c3cccs3)cc2n1
0.993,1.4,CC1CC(=O)NN=C1c1ccc(NCCO)c([N+](=O)[O-])c1 (stereo not given)
1.13,10.9,COc1ccccc1/C=C1/SC(=S)N(Cc2ccccc2)C1=O
0.921,-6.4,CCc1c(C)nc2c(OC)cccc2c1Cl
1.02,5.1,COCCNC(=O)C(=O)Nc1ccccc1
0.907,3.2,Cc1ccc(NC(=O)CS(=O)(=O)c2ccccc2)cc1
0.967,11.1,O=C(CSc1nc2ccccc2c(=O)n1-c1ccccc1)Nc1ccccc1
0.943,17.0,Cc1ccc(S(=O)(=O)Nc2ccccc2C(=O)NCc2ccco2)cc1
1.04,2.9,O=C(Nc1ccccc1I)c1ccccc1[N+](=O)[O-]

Compound profiles, as listed above.
Profile of `CCCOc1ccc(C2C3=C(CC(C)(C)CC3=O)OC3=C2C(=O)CC(C)(C)C3)cc1OCC` = Cy5 interf NS3h: 0.784*; HCV NS3h FP: 8.8
Profile of `O=C1C2C(c3ccc(Cl)cc3)OC3(C(=O)c4ccccc4C3=O)C2C(=O)N1c1ccc(F)c([N+](=O)[O-])c1` (stereo not given) = Cy5 interf NS3h: 0.963; HCV NS3h FP: 5.9

Next entries follow:
Cy5 interf NS3h,HCV NS3h FP,compound
1.06,-3.9,COc1cc(C=O)ccc1Oc1ncnc2sc3c(c12)CCCC3
1.02,8.9,CCN(CC)C(=O)CN(c1cccc(Br)c1)S(=O)(=O)c1ccccc1
0.951,-7.4,CC(=O)c1ccc(NC(=O)c2ccc(-c3ccc([N+](=O)[O-])cc3)o2)cc1
0.956,9.4,O=S(=O)(Nc1ccc(F)c(Cl)c1)c1ccccc1Cl
0.837,10.6,O=C(NC(Nc1ccccc1)C(=O)c1cccs1)c1ccccc1 (stereo not given)
0.947,7.4,CC(C)OC(=O)c1ccc(NC(=O)c2cncc(Br)c2)cc1
1.07,-3.4,O=C(O)c1nn2c(c1Cl)NC(c1ccccc1)CC2C(F)(F)F (stereo not given)
1.02,-5.2,Cc1nc(-c2ccccc2)sc1C(=O)Nc1ccc2c3c(cccc13)CC2
0.906,2.6,Cc1ccc(NC(=O)CCC(=O)O)c(C)c1
0.952,16.9,Cc1ccc(C(=O)N/C(=C\c2cccc(Oc3ccccc3)c2)C(=O)NCc2ccncc2)cc1

Cy5 interf NS3h,HCV NS3h FP,compound
0.867,34.2,COc1ccccc1N1C(=O)NC(=O)C(=Cc2cc(OC)c(O)c([N+](=O)[O-])c2)C1=O
0.956,12.4,Cc1cccc(C(=O)Nc2ccccc2CO)c1
1.01,5.5,CCc1nnc(NS(=O)(=O)c2ccc(NC(=O)c3cccc4ccccc34)cc2)s1
0.901,12.5,CCOC(=O)C1=C(c2ccccc2)NC(=S)NC1c1ccccc1 (stereo not given)
0.948,2.9,Nc1nnc(SCC(=O)Nc2ccccc2[N+](=O)[O-])s1
1.01,17.9,COc1cccc(N2C(=O)/C(=C/c3ccccc3Cl)SC2=S)c1
1.02,-1.7,N/C(Cc1ccc(Cl)cc1Cl)=N/OC(=O)COc1ccccc1
1.05,-4.1,COc1ccccc1C(=O)N1CCN(C(=O)c2ccc([N+](=O)[O-])cc2)CC1
1.17,9.1,CCc1cc(=O)oc2cc(OCC(=O)c3ccc(Cl)cc3)ccc12
1.15,3.5,O=C(O)c1ccc(-n2c(/C=C\c3ccccc3)nc3ccccc3c2=O)cc1

Cy5 interf NS3h,HCV NS3h FP,compound
0.928,12.1,Cc1ccc(NC(=S)NC(=O)c2ccco2)cc1C
0.984,0.3,COc1cc(/C=C(/C#N)C(=O)Nc2ccc(Cl)cc2)ccc1OC(C)C
0.941,24.1,CC(=O)N1CCN(c2ccc(NC(=O)c3ccccc3Br)cc2)CC1
0.884,11.1,O=S(=O)(c1cccs1)N1CCc2ccccc2C1
1.02,13.4,CC(=O)N1CCN(c2ccc(NC(=O)c3cccc(Cl)c3)cc2)CC1
1.01,3.5,COc1ccc(C2C(C(=O)OC(C)C)C(=O)CC(C)(O)C2C(=O)OC(C)C)cc1 (stereo not given)
1.05,12.6,CCOc1cccc(C(=O)Nc2ccc3ccccc3c2)c1
1.06,11.7,COc1cc(/C=N\n2nnnc2N)ccc1OCc1c(C)no[n+]1[O-]
1.07,-14.7,O=C(NC(=S)Nc1ccc2oc(-c3ccc(I)cc3)nc2c1)c1ccco1
0.994,8.7,CCOC(=O)c1c(C)nn2c1NC(c1ccc(Cl)cc1)CC2C(F)(F)F (stereo not given)

Cy5 interf NS3h,HCV NS3h FP,compound
0.898,14.3,N#CC1=C(N)Oc2c(c(=O)oc3ccccc23)C12C(=O)Nc1ccc(Br)cc12 (stereo not given)
0.999,17.9,COc1ccc(NC(=O)c2ccc(Cl)cc2)c2ncccc12
1.01,6.6,CN(C)/C=N\n1cnc2scc(-c3ccc(Cl)cc3)c2c1=O
1.07,-1.6,O=C(Nc1ccc(Cl)cc1)Nc1nnc(Cc2ccc(Cl)cc2)s1
1.06,6.3,CCN(CC)C(=O)CN(c1cccc(C(F)(F)F)c1)S(C)(=O)=O
1,-6.2,COc1cc(NC(=O)c2ccccc2C)c(OC)cc1NC(C)=O
0.963,7.9,CC(=O)c1ccc(S(=O)(=O)NCc2cccnc2)cc1
1.04,2.9,CCOC(=O)Nc1sc2c(c1C(=O)OCC)CCC(CC)C2 (stereo not given)
1.04,5.6,O=C(/C=C/c1ccc(-c2ccccc2[N+](=O)[O-])o1)c1ccc(F)cc1
1.14,24.5,Cc1cc(/C=C2/NC(=S)NC2=O)c(C)n1-c1ccc(C(C)(C)C)cc1
1.02,30.5,Cc1cc(/C=C2/SC(=O)NC2=O)c(C)n1C
1.02,-9.6,O=C(O)c1cnn2c1NC(c1ccc3c(c1)OCO3)CC2C(F)(F)F (stereo not given)
